Source: PubChem BioAssay (Sanford-Burnham Center for Chemical Genomics)
GRIN3A LBD mod: NR3A (human) ligand-binding domain modulation. NR3A LBD differential scanning fluorimetry, Tm shift; 0% = protein alone, 100% = glycine-bound protein. Tm shift relative to glycine control, % at 25 µM. actives 2.5% (n = 340,000). AID 1259313;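 active means melting temperature shift of at least 10% of the positive control shift, at one fixed dose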
beta cell repl: induces beta-cell replication in MIN6 cells. MIN6 cells proliferation, ATPlite luminescence, 48 h; cells starved in 0.2% serum; 100% = growth in 10% serum. proliferation, % at 10 µM. actives 0.29% (n = 330,000). AID 2380;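 active means compounds whose signal lies at least 3.5 SD above the mean of all wells on their plate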;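 further: 0% = DMSO-treated cells in low-serum medium and 100% = 10% serum control; some compounds called inactive have numbers as strong as hits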
mIAP activ: mouse IAP activation; muIAP, CDP-Star luminescence, 30 min; hits give high values; 1 = vehicle-only enzyme signal, 0 = enzyme-free wells; activation factor at 10 µM; actives 0.24% (n = 330,000);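 active means activation factor of at least 2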; further: the source names both 10 and 20 µM as test concentration; values of inactives mirror those of a sister screen read the other way
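Assay system: mouse IAP enzyme; Reagent: CDP-Star chemiluminescent phosphatase substrate; Compound: DMSO-dissolved test compounds; Incubation: 30 min, room temperature; Technique: luminescence from enzymatic CDP-Star hydrolysis; Controls: DMSO-only wells and no-enzyme negative control.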
mIAP inh: mouse IAP inhibition; purified mouse IAP, CDP-Star luminescence, 30 min; inhibition, % at 10 µM; actives 0.2% (n = 330,000);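 active means inhibition of at least 40% at 10 µM in the primary screen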;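 further: plate controls were DMSO with enzyme for no effect and no enzyme wells for full effect; values of inactives mirror those of a sister screen read the other way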
A3G deaminase: blocks human APOBEC3G single-stranded DNA deamination; Q9HC16; recombinant A3G, ssDNA deamination FAM/TAMRA fluorescence; inhibition, % at 20 µM; actives 0.28% (n = 330,000); AID 493012;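 active means inhibition of at least 40% at 20 µM, with no more than 30% in the related APOBEC3A deaminase screen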;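 further: plate controls were DMSO wells with A3G for no effect and wells lacking A3G enzyme for full effect; some compounds called inactive have numbers as strong as hits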
Target sequence (Q9HC16 whole entry, looked up): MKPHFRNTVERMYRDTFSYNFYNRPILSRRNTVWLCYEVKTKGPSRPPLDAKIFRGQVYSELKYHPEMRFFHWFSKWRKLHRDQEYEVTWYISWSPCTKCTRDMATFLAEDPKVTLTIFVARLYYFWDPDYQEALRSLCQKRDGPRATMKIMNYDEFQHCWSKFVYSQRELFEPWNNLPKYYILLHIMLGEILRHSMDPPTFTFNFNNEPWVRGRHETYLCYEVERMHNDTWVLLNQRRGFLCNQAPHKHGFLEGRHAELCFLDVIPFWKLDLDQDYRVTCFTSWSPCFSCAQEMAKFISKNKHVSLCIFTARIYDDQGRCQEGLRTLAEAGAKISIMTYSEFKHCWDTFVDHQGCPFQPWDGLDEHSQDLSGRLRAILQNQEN
MPTP inh: inhibitors of mitochondrial permeability transition pore | isolated mouse mitochondria, Ca2+ swelling absorbance, 30 min | inhibition, % at 10 µM | actives 1.4% (n = 360,000) | AID 602449;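 active means inhibition of 50% or more, scaled per plate between neutral and stimulator controls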;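 further: 0% = DMSO wells given calcium and 100% = 1 mM EGTA wells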
hIAP act: human IAP activation; P09923; purified human IAP, CDP-Star luminescence, 30 min; hits give high values; 1 = vehicle-only enzyme, 0 = enzyme-free background; activation factor at 10 µM; actives 0.16% (n = 330,000);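 active means activation factor of the enzyme at least 2-fold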; further: the source names both 10 and 20 µM as test concentration; values of inactives mirror those of a sister screen read the other way
Target sequence (P09923 whole entry, looked up): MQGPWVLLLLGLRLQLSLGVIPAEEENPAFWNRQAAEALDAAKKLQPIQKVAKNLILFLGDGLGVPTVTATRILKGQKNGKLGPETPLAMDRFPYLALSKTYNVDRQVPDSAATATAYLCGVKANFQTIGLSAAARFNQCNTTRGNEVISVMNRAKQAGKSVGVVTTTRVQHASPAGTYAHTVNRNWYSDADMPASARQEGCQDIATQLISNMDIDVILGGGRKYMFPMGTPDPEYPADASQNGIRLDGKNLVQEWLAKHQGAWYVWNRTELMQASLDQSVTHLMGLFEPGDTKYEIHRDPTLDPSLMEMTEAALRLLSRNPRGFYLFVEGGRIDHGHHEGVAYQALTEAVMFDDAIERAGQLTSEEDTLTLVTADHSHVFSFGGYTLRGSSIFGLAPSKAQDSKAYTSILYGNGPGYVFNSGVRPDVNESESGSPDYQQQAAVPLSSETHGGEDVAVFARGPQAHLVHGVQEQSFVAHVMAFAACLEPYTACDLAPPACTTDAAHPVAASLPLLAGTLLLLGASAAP
APOBEC3A inh: human APOBEC3A DNA deaminase inhibition. P31941. recombinant A3A, FAM/TAMRA ssDNA deamination fluorescence. inhibition, % at 20 µM. actives 0.41% (n = 330,000). AID 493011;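 active means at least 40% inhibition at 20 µM here, with at most 30% in a related deaminase screen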;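 further: plate controls were A3A with DMSO for no effect and wells lacking A3A enzyme for full effect; some results filed as inactive read as strong as hits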
hIAP block: blocks human intestinal alkaline phosphatase; actives 0.12% (n = 330,000); P09923; purified IAP, CDP-Star luminescence, 30 min; inhibition, % at 10 µM;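 active means inhibition reaching a set limit with compound at 10 µM in the primary screen, cut at about 35% in these data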;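 further: plate controls were DMSO wells with enzyme for no effect and no-enzyme buffer wells for full effect; values of inactives mirror those of a sister screen read the other way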
Numbers without * were called inactive; · = no result given.

Sequence of screens: hIAP act	GRIN3A LBD mod	A3G deaminase	APOBEC3A inh	beta cell repl	mIAP activ	MPTP inh	mIAP inh	hIAP block
Cc1nnc(SC(C)C(=O)Nc2ccc3ccccc3c2)n1C (stereo unspecified)
    1	-2	-11	-3	-6	1.1	-2.8	-8	-2
Cc1c(Cl)cccc1NC(=S)N(Cc1ccco1)C(C)c1ccccn1 (stereo unspecified)
    0.98	-1	-4	-2	-2	1	6.1	-1	2
COc1ccc(NC(=S)N2N=CCC2c2ccccc2)cc1 (stereo unspecified)
    1.1	2	-3	-3	-3	1	2.7	-4	-11
COc1ccc(C(CNC(=O)c2cccc(NS(=O)(=O)c3ccc(C)c(F)c3)c2)N2CCOCC2)cc1 (stereo unspecified)
    1.1	-1	-3	-1	-2	0.99	2.8	1	-10
CCOc1cc(C(=S)N2CCCC2)ccc1OCc1ccccc1
    1.1	2	-1	-5	-1	1	-0.1	0	-5
Cn1c(=O)[nH]c(=O)c2c1ncn2CCCc1ccccc1
    1.1	0	-3	-1	1	1.1	-3.5	-12	-12
CC(C)c1c(C(=O)N/N=C/c2c[nH]c3ccccc23)nnn1-c1nonc1N
    0.97	38*	-6	-4	-7	0.96	1.3	4	3
O=C(NCCc1c[nH]c2ccccc12)c1ccc2[nH]c(=O)c(=O)[nH]c2c1
    1.2	-3	-4	-2	-1	1	-0.6	0	-20
Nc1ccc(S(=O)(=O)NC2(C(F)(F)F)NC(=O)N(c3ccc(F)cc3)C2=O)cc1 (stereo unspecified)
    0.93	-3	-5	0	-4	1	-1.2	-4	7
Cc1cc(S(=O)(=O)N2CCCC(N(C)CCc3ccccn3)C2)c(C)s1 (stereo unspecified)
    1	·	-9	-3	2	1.1	-0.1	-10	-4
COc1ccc(NC(=O)COC(=O)COc2cccc3c2OC(C)(C)C3)cc1
    1.2	1	5	3	1	1	-1.3	-1	-16
CCc1cc2ccccc2nc1SCC(=O)NC1CCCC1
    0.87	-4	-8	-2	1	0.95	-1.3	5	13
CCc1nnc(NC(=O)c2cc(-c3ccc(C)o3)nc3ccccc23)s1
    1.1	-5	2	-1	-1	0.91	-0.5	9	-6
COc1ccc(OC)c(-c2nnc(NC(=O)C(C)Sc3nncn3C)s2)c1 (stereo unspecified)
    0.95	0	-2	-3	1	1	-0.9	-4	5
CCc1ccc2oc(C(=O)N3CCN(C)CC3)cc(=O)c2c1
    1.1	-2	-3	-1	-4	1.1	-0.4	-7	-6
O=C(c1cccc(N2C(=O)C3CC=CCC3C2=O)c1)N1CCCCCC1 (stereo unspecified)
    0.91	2	1	-1	-3	0.84	0.1	16	9
Cn1c(/C(C#N)=C/c2cccc(O)c2)nc2ccccc21
    0.97	2	-6	-4	-5	0.97	-0.8	3	3
Cc1ccc(/C=C/C(=O)Nc2nnc(C)s2)o1
    0.95	-1	-6	-1	-1	1.1	0.7	-6	5
COc1cccc(Cn2c(=O)oc3ccccc32)c1
    1.1	1	-8	-2	1	1	-0.5	-4	-9
CSCCC(NC(=O)c1cc(C)oc1C)C(=O)O (stereo unspecified)
    0.88	1	-4	-2	-2	0.87	-0.3	13	12
COc1cc(OC)cc(C(=O)NCCCCNC(=O)c2cc(OC)cc(OC)c2)c1
    1.1	0	-10	-4	-1	0.98	2.0	2	-13
CCCNC(=O)CCC(=O)Nc1ncc(-c2ccc(C)cc2)n1C
    0.86	-3	-3	-1	3	1	2.3	-2	14
COCC(=O)Nc1cc(C(=O)NCC(C)C)ccc1Cl
    0.97	-9	3	0	-1	0.93	-1.1	7	3
Cc1ccc2[nH]cc(CCNS(=O)(=O)c3ccc(F)cc3)c2c1
    0.95	-8	-4	-6	-3	0.94	7.4	6	5
COC(=O)C1=C(C)N(CC2CC2)C(=NCc2cc(OC)c(OC)c(OC)c2)N[C@H]1c1ccccc1
    1	-2	16	47*	-6	1	-0.7	-1	-4
CC(=O)Cc1nsc(NC(=O)c2ccc(COc3ccccc3Cl)o2)n1
    1.1	-3	-3	0	0	1	-1.9	-1	-9
CCOC(=O)c1sc(NC(=O)CCN2CCN(C)CC2)c(C(=O)OCC)c1C
    0.94	-1	-2	4	-6	0.98	69*	2	6
O=C(O)C1[C@H]2C(=O)N(Cc3cccs3)C[C@]23C=C[C@H]1O3 (stereo partly specified)
    0.88	-2	-5	-2	-2	0.96	-0.3	4	12
CS(=O)(=O)N(CC(=O)N1CCCC1)c1ccc2c(c1)OCCO2
    0.87	-1	-2	0	-4	0.93	-1.2	7	13
Cc1ccc(NC(=O)c2sccc2C)cc1S(=O)(=O)N(C)C
    0.77	-1	-2	0	1	0.97	0.3	3	23

Sorted by length of the SMILES (ascending): 3 of the compounds above
Sequence of screens: hIAP act	GRIN3A LBD mod	A3G deaminase	APOBEC3A inh	beta cell repl	mIAP activ	MPTP inh	mIAP inh	hIAP block
Cc1ccc(NC(=O)c2sccc2C)cc1S(=O)(=O)N(C)C
    0.77	-1	-2	0	1	0.97	0.3	3	23
CS(=O)(=O)N(CC(=O)N1CCCC1)c1ccc2c(c1)OCCO2
    0.87	-1	-2	0	-4	0.93	-1.2	7	13
COc1cc(OC)cc(C(=O)NCCCCNC(=O)c2cc(OC)cc(OC)c2)c1
    1.1	0	-10	-4	-1	0.98	2.0	2	-13

(more compounds)
Sequence of screens: hIAP act	GRIN3A LBD mod	A3G deaminase	APOBEC3A inh	beta cell repl	mIAP activ	MPTP inh	mIAP inh	hIAP block
CCOC(=O)Cn1c(=O)oc2cc(S(=O)(=O)N(C)Cc3ccccc3)ccc21
    1.1	-2	-5	-10	0	1	1.9	-1	-5
CC(=O)N1CCCc2cc(S(=O)(=O)N3CCCC(C)C3)ccc21 (stereo unspecified)
    0.99	-3	-7	-5	4	0.94	-2.8	6	1
CCOC(=O)c1cc(C)sc1NC(=S)Nc1ccccc1
    0.93	-20	0	1	4	0.95	1.4	5	8
CC1(C)CC(=O)C(C(c2ccc(F)cc2)C2C(=O)CC(C)(C)CC2=O)C(=O)C1
    1.1	1	-7	-4	4	1.1	-0.3	-11	-11
O=C(O)CC1(CC(=O)Nc2cc(F)ccc2Cl)CCCCC1
    1.1	0	1	1	-2	0.94	1.2	6	-12
c1cc2cn[nH]c2cc1NC1CCCCCC1
    1.2	-6	5	-6	-4	0.94	2.4	6	-21
S=C(NCc1ccco1)Nc1ccc(N2CCOCC2)cc1
    0.95	3	-9	-3	2	0.94	0.0	6	5
CCCCN(CC)c1nc(N)c2c(N)nc(OCC)cc2c1C#N
    1.1	-6	-3	-3	7	0.95	10	5	-9
CCCCNC(=O)O[C@H]1C[C@@H]2CCN3C(=O)CCC[C@H]([C@H]1Cc1ccccc1)[C@H]23
    1	-1	-4	-2	4	1	-0.7	-4	-2
Cc1ccc(/C=C/C(=O)OCC(=O)Nc2cccc(S(=O)(=O)N(C)C)c2)o1
    0.93	1	-5	-2	0	1	0.8	-1	7
CC(=O)c1ccc(C(=O)N2CCCC(CO)(Cc3ccccc3C)C2)s1 (stereo unspecified)
    1.1	6	14	5	-1	1	0.1	-2	-7
CCn1c(/C=C/c2ccccc2F)nc2ccccc2c1=O
    0.95	0	-15	-7	0	1	0.9	0	5
CC(=O)Nc1nnc(SCC(=O)Nc2ccc3c(c2)OCCO3)s1
    1.1	0	-8	-1	-3	0.95	-0.9	5	-6
c1ccc(Cc2nnc(N3CCOCC3)c3ccccc23)cc1
    0.96	1	-4	-16	-2	0.94	-12	6	4
CCOc1ccc(N=C(/C(C(=O)C(=O)N2CCOCC2)=C(/O)c2ccccc2)c2ccccc2)cc1
    1	-3	-6	-2	-1	0.89	1.2	11	-4
Cc1ccc(C)c(-n2c(Cc3cc(=O)[nH]c(=O)[nH]3)nnc2SCC(=O)NCc2ccco2)c1
    1	1	-6	1	0	1	-0.2	-1	-3
Cc1cccc(N2CCN(C(=O)C3CCC(=O)N(C4CC4)C3)CC2)c1C (stereo unspecified)
    1.1	-1	-9	-8	0	0.79	-1.2	22	-12
CCC(=O)Nc1ccc(Cl)c(NC(=S)NC(=O)COc2ccccc2)c1
    0.97	-9	-3	-4	1	0.95	2.1	5	3
CC1CN(S(=O)(=O)c2ccccc2)CC(C)O1 (stereo unspecified)
    0.82	-4	0	4	0	0.97	-0.5	2	18
N/C(=N\OC(=O)c1ccc(Br)cc1)c1ccccc1
    0.97	-5	1	3	-5	0.91	0.3	9	3
COc1ccc(S(=O)(=O)N(C)C(C)CCc2ccco2)cc1 (stereo unspecified)
    1.2	0	-7	1	-4	1	-0.4	-4	-15
Cc1ccc(S(=O)(=O)N2CCOCC2)cc1C(=O)NCCN1C(=O)S/C(=C\c2ccccc2Cl)C1=O
    1	0	3	2	0	0.91	1.8	9	-5
CCOC(=O)C1=C(N)Oc2cc(C)[nH]c(=O)c2C1c1ccncc1 (stereo unspecified)
    0.98	·	5	1	-2	1.1	-1.0	-10	2
O=C(NCCN1CCOCC1)C1CCC(=O)N1Cc1ccccc1Cl (stereo unspecified)
    0.89	0	-5	0	-1	0.98	-1.3	2	11
COc1ccc(OC)c(NC(=O)c2[nH]c(C)c(C(C)=O)c2C)c1
    0.97	0	-4	1	-2	0.99	3.4	1	2
CC(C)(C)NC(=O)NC(=O)COC(=O)c1ccc(OC(F)(F)F)cc1
    0.93	2	-1	3	-4	0.9	2.6	10	7
CCCc1noc2c1/C(=N\O)CC(CC(C)SCC)C2 (stereo unspecified)
    1.2	7	5	5	-1	0.91	1.5	9	-22
CC(C)N(C(=O)COC(=O)c1cccc(C(=O)OCC(=O)N(C(C)C)C(C)C)n1)C(C)C
    1.1	-1	-5	0	-1	0.98	0.2	2	-13
Cc1ccc(NC(=O)COC(=O)C(NS(=O)(=O)c2ccc(Cl)cc2)C(C)O)cc1C (stereo unspecified)
    0.9	-5	-9	12	0	1.1	6.7	-9	10
COc1ccc(S(=O)(=O)N2CCN(C(=O)c3ccco3)CC2)cc1C(C)(C)C
    1	-1	-3	-1	-2	1	0.8	-2	-4
CCCNC(=O)c1nnsc1S(=O)(=O)c1ccc(Cl)cc1
    1.1	-2	0	3	-5	0.92	-1.1	8	-6
CC(NC(=O)CN(C)CC(=O)Nc1ccc(Cl)cc1)c1ccc(F)cc1 (stereo unspecified)
    1.6	0	2	7	-3	1.1	0.0	-9	-59
COc1ccc(CCNC(=O)c2cc(S(=O)(=O)N3CCC4(CC3)OCCO4)ccc2F)cc1OC
    1.1	0	-6	0	-2	0.9	0.2	10	-8
Cc1ccc(C(=O)N/C(N)=N/c2nc3ccccc3o2)cc1
    1.3	0	-4	0	-4	0.93	3.4	7	-33
Cc1c(NC(=O)C2CCCO2)cccc1[N+](=O)[O-] (stereo unspecified)
    0.97	0	0	-1	0	0.98	0.2	2	3
COc1cc(CNC2CCCCC2OC)cc(OC)c1OC (stereo unspecified)
    1	0	-2	-2	1	0.97	1.0	3	-1
N#CN/C(=N\S(=O)(=O)c1ccccc1)c1ccccc1
    1.2	1	-9	-6	-4	1	3.9	-4	-16
OCCC1CN(Cc2cccc(OC3CCCC3)c2)CCN1Cc1ccsc1 (stereo unspecified)
    0.88	-3	-5	-2	-2	0.93	2.1	8	12
CS(=O)(=O)Nc1ccc(S(=O)(=O)NCCc2ccccc2)cc1
    0.84	0	-6	-4	-1	0.97	-1.0	3	16
CC1C(=O)CC(c2ccccc2)N(C)C1c1ccccc1 (stereo unspecified)
    0.86	2	-5	-4	-3	0.91	0.1	9	14
CCCN1CCC(NC(=O)Nc2ccc(Br)cc2)CC1
    1.2	1	-4	-1	0	1.1	61*	-12	-16
